Kir21 inh: inhibitors of mouse Kir2.1 inward-rectifier potassium channel; P35561; HEK293-Kir2.1, FluxOR thallium flux fluorescence; hits give low values; B-score at 10 µM; actives 0.85% (n = 310,000); AID 1672;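 active means fluorescence ratio B-score at or below minus 3 SD of library scores, with starting-brightness B-score within 2 SD, cut at about -4.2 in these data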;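 further: channel flux triggered by added potassium and thallium sulfate stimulus; B-score of peak minus minimum fluorescence over baseline after thallium stimulus; more negative B-score means stronger Kir2.1 block with less thallium influx; some compounds called inactive have numbers as strong as hits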
Target sequence (P35561 whole entry, looked up): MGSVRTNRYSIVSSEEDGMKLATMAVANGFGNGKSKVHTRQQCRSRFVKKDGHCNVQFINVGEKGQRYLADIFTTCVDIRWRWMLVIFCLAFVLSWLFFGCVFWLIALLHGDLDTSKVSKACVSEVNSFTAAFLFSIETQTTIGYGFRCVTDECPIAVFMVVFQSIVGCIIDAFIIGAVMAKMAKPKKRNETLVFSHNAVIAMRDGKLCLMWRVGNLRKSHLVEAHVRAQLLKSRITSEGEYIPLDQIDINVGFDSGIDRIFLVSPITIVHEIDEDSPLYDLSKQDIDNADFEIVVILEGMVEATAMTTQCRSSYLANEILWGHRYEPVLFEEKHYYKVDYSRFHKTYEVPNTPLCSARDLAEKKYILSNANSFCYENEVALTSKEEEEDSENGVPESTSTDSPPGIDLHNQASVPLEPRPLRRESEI
KCNQ2 inh: KCNQ2 potassium channel inhibitors, primary screen, cell-based, CHO-K1, FluxOR thallium flux, B-score (AID 2156). 20 min; hits give low values. actives 1.1% (n = 310,000). O88943. B-score at 10 µM;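 active means fluorescence ratio B-score at most minus 3 library SDs, with starting brightness B-score within 2 library SDs, cut at about -5.5 in these data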
* marks the source's active call; other numbers are inactive results; i = inactive.

SMILES | Kir21 inh | KCNQ2 inh
O=c1[nH]c(CN2CCN(S(=O)(=O)c3ccccc3C(F)(F)F)CC2)nc2sc3c(c12)CCCC3 | 0.89 | i
Cc1ccc(S(=O)(=O)c2cccc(S(=O)(=O)N3CCCC3)c2)cc1S(=O)(=O)N1CCCC1 | -0.69 | i
COc1ccc(S(=O)(=O)n2ccc(-c3ccc4c(c3)CCC(C)(C)O4)n2)cc1 | -1.5 | i
C=CCC1(CC=C)CCCN1C(=O)C1CCC(=O)N(CCc2ccccc2)C1 (stereo unspecified) | -0.76 | i
O=C(Nc1ccccc1C(F)(F)F)N1CCCC1c1cccnc1 (stereo unspecified) | 1.5 | i
N#Cc1c(NC(=O)CSc2ncnc3c2cnn3-c2ccccc2Cl)sc2c1CCCC2 | -1.6 | i
O=c1c2[nH]c3ccc(F)cc3c2ncn1CCN1CCN(Cc2ccccc2)CC1 | -0.48 | i
CC(Oc1ccc(F)cc1)C(=O)Nc1cc(C(F)(F)F)ccc1-n1cncn1 (stereo unspecified) | -3.8 | i
COc1ccc(NC(=O)CCC(=O)N/N=C/c2cccnc2)cc1 | 0.85 | i
O=C(C1CCCN(c2ncccn2)C1)N1CCc2ccccc21 (stereo unspecified) | -0.39 | i
Cc1ccc(NC(=O)COC(=O)c2cc(C)nc3ccccc23)c([N+](=O)[O-])c1 | 0.86 | i
CC(=O)NC1=NC(=O)/C(=C/c2cc(C)n(-c3cccc(C(=O)O)c3)c2C)S1 | -1.7 | i
Cc1ccc(-n2c(-c3ccco3)nc3nc4ccccc4nc32)cc1 | -1.7 | i
COCCN1Cc2cc3cc(C)ccc3nc2SC1=Nc1ccc(OC)cc1 | 0.68 | i
CN1c2ccccc2C(=O)NC1c1ccc(Cl)cc1 (stereo unspecified) | -1.1 | i
Cc1nnc(SCC(=O)Nc2cc(S(=O)(=O)N3CCCC3)ccc2Cl)s1 | -0.27 | i
O=C(CC(=O)N/N=C\c1ccccc1)NCCc1ccccc1 | 0.81 | i
COc1ccccc1NC(=S)Nc1ccccc1F | 1.1 | i
O=C(NCCc1ccccc1)C1CCCN(S(=O)(=O)c2cnc[nH]2)C1 (stereo unspecified) | 0.96 | i
Cc1cccn2c(=O)c(C=NCCO)c(Nc3ccc(Cl)cc3)nc12 | 0.74 | i
Cc1ccc(-c2csc(NC(=O)C3=COCCO3)n2)cc1C | 0.03 | i
COc1cccc(-n2c(=S)sc3c(=O)n(-c4ccccc4OC)c(SCC4OCCO4)nc32)c1 | 0.12 | i
O=C(Oc1c(Cl)cc(Cl)c2cccnc12)c1cccs1 | -0.46 | i
CCn1cnc2c(oc3ccccc32)c1=O | 0.07 | i
Cc1sc(NC(=O)c2cc(-c3ccc(Cl)cc3)nc3ccccc23)c(C(N)=O)c1C | 0.51 | i
CCNC(=O)C/C(C)=N/NC(=O)C(=O)Nc1ccc(CC)cc1 | -0.4 | i
COc1cc(C(=O)O/N=C2\C=CC(=O)C=C2C)cc(OC)c1OC | -0.76 | i
Cc1ccc(S(=O)(=O)CCC(=O)OCC(=O)NC2CCS(=O)(=O)C2)cc1 (stereo unspecified) | 1 | i
Cc1c(NC(=O)COC(=O)C2=COCCO2)cccc1[N+](=O)[O-] | 0.62 | i
O=C(NCCS(=O)(=O)N1CCN(c2ccc(F)cc2)CC1)C12CC3CC(CC(C3)C1)C2 | -0.03 | i
CCC(CC)C(=O)Oc1c(Sc2ccccc2[N+](=O)[O-])c(C)nn1C(C)(C)C | 0.3 | -6*
COC(=O)CCC(=O)Nc1ccc(NC(=O)CCC(=O)OC)cc1 | 0.45 | i
O=C(O)CN1C(=O)CC(Cc2ccc(Cl)cc2)C1=O (stereo unspecified) | -0.23 | i
COc1ccc(C(=S)N2CCNCC2)cc1 | -1.6 | i
CCCC(C(=O)NCc1ccco1)N(C(=O)CNS(=O)(=O)c1ccccc1)C1CCCC1 (stereo unspecified) | -1.2 | i
Cc1ccc(OCC(O)CNC2CCCC2)c(C)c1 (stereo unspecified) | 1.5 | i
O=C1CC(NCc2ccco2)C(=O)N1CCc1ccccc1 (stereo unspecified) | -0.04 | i
S=C(NCCN1CCOCC1)Nc1ccc(Cl)cc1 | -0.01 | i
O=C1CN(C(=O)CSc2nc3ccccc3n2CCc2ccccc2)c2ccccc2N1 | -3.8 | i
S=c1[nH]nc(-c2ccncc2)n1/N=C/c1ccccc1Cl | 3 | i
Cc1[nH]nc2c1C(c1cccs1)C(C#N)=C(N)O2 (stereo unspecified) | -4.1 | i
COc1ccccc1N=C(C)C1=C(O)COC1=O | 1 | i
CCN1CCC(N2CCN(c3ccccc3OC)CC2)CC1 | -0.1 | i
COC(=O)CCSCC(=O)Nc1ccc(C)c(S(=O)(=O)N2CCCCC2)c1 | -0.99 | i
C=CCc1c(C)nc(-c2ccccc2)nc1N/N=C(\C)c1ccccc1 | 0.28 | i
CC(=O)Nc1ccc(C2(c3ccc(NC(C)=O)cc3)C(=O)Nc3ccccc32)cc1 | 0.51 | i
CC(C)(C)c1ccc(COC(=O)Nc2ccc(F)cc2)cc1 | 0.18 | i
CC(C)C(=O)Nc1cccc(C(=O)Nc2nncs2)c1 | -0.13 | i
Cc1nc(=O)c(-c2ccccc2)c(C)n1-c1ccccc1O | 1.7 | i
Cc1nc2ncnn2c(C)c1CCC(=O)N1CCc2ccccc2C1 | -0.41 | i
O=C(NC1CCN(C(=O)NCc2ccccc2)CC1)c1ccccc1 | -1.3 | i
O=[N+]([O-])c1cncc([N+](=O)[O-])c1Nc1ccccc1Cl | 0.14 | i
NC(=O)C1=C[C@H](c2ccc(C(F)(F)F)cc2)C[C@H](OCCCCO)O1 | 0.13 | i
CN1CCc2c(n(CC(O)CN(CCO)CCO)c3ccccc23)C1=O (stereo unspecified) | -0.64 | i
O=c1c(/C=N/O)coc2ccc(Cl)cc12 | 1.1 | i
CCCCN(CC)CCNC(=O)CN1C(=O)COc2ccc(S(=O)(=O)N3CCCC3)cc21 | -1.4 | i
Cc1ccc(-n2c(CCC(=O)O)ccc2-c2cccs2)cc1C | -0.02 | i
Cc1cc(C)cc(-n2ncc3c2CCCC3NC(=O)c2ccccc2N2CCOCC2)c1 (stereo unspecified) | 0.19 | i
COC(=O)c1cccc(N(CC(=O)NC2CCCC2)C(=O)CCC(=O)Nc2cc(C)on2)c1 | -0.66 | i
Cc1c(-c2nnc(-c3ccc(C(F)(F)F)cc3)o2)cnn1-c1ccccc1 | -0.27 | i

Next entries follow.
SMILES | Kir21 inh | KCNQ2 inh
CCOC(=O)c1c(-c2ccc(OC)c(OC)c2)csc1NC(=O)C1CCCO1 (stereo unspecified) | -2.9 | i
Clc1ccc(CN=C(Nc2ccccc2)NC2CCCCC2)cc1 | -5.2* | i
COc1ccc(N2CCN(C(=O)CNC(=O)c3ccc(Br)o3)CC2)cc1 | 2 | i
CSc1nccc(-c2nn(-c3ccc(C)cc3)ccc2=O)n1 | 3 | i
CSc1ccc(C(=O)N2CCC(n3nccc3NC(=O)C3CC3)CC2)cc1 | 0.52 | i
COc1cc(N)c(Cl)cc1C(=O)OCC(=O)N1CCCC1 | -0.89 | i
Cc1ccc(NC(=O)Nc2ccon2)cc1 | -0.75 | i
CCOc1ccc(CC(=O)NNC(=S)NC)cc1 | -1 | i
Cc1cc(NC(=O)CSc2nnc(Nc3ccccc3)s2)no1 | 0.37 | i
COc1cccc(-c2cc(C(F)(F)F)n3ncc(C(=O)N4CCc5ccccc5C4)c3n2)c1 | 0.13 | i
COc1ccc(OC)c(NC(=O)CCCc2ccccc2)c1 | 0.93 | i
COc1ccc(-c2cn3ccccc3n2)cc1OC | -0.85 | i
CCCC(=O)Nc1cccc(NC(=O)c2ccc(C)c([N+](=O)[O-])c2)c1 | -4.8* | i
O=C(CN1C(=O)NC2(CCCCCCC2)C1=O)NCc1ccc2c(c1)OCO2 | -0.15 | i
Cc1scc(C(=O)Nn2cnnc2)c1-c1ccccc1 | 1.5 | i

Structures listed so far that have a furan ring, fused or not, in the order listed:
SMILES | Kir21 inh | KCNQ2 inh
Cc1ccc(-n2c(-c3ccco3)nc3nc4ccccc4nc32)cc1 | -1.7 | i
CCn1cnc2c(oc3ccccc32)c1=O | 0.07 | i
CCCC(C(=O)NCc1ccco1)N(C(=O)CNS(=O)(=O)c1ccccc1)C1CCCC1 (stereo unspecified) | -1.2 | i
O=C1CC(NCc2ccco2)C(=O)N1CCc1ccccc1 (stereo unspecified) | -0.04 | i
COc1ccc(N2CCN(C(=O)CNC(=O)c3ccc(Br)o3)CC2)cc1 | 2 | i

Additional structures.
SMILES | Kir21 inh | KCNQ2 inh
COc1ccc(NC(=O)Cn2nnc(C(=O)NCc3ccccc3)c2N)c(OC)c1 | 0.2 | i
Cc1ccc(C)c(S(=O)(=O)N2CCCC2CNC(=O)C(=O)NCc2ccco2)c1 (stereo unspecified) | -0.59 | i
COc1cc(C)c(Br)cc1S(=O)(=O)NCc1ccncc1 | -2.1 | i
CCCNC(=O)N1CCCC(C(N)=O)C1 (stereo unspecified) | -0.54 | i
O=C(Nc1ccc(Cl)cc1C(=O)N1CCCC1)c1cccc([N+](=O)[O-])c1 | 0.59 | i
N#Cc1cn(CCOc2ccccc2F)c2ccccc12 | -1.2 | i
Cc1ccc(-c2nnn(CC(=O)N(c3ccccc3)C(C(=O)NC(C)(C)C)c3cccs3)n2)o1 (stereo unspecified) | 0.51 | i
O=S(=O)(NC1CC1)c1ccc(F)c(F)c1 | -1.1 | i
CN(C)/N=C/c1ccc(/C=N/NC(N)=S)o1 | 0.48 | i
CCOC(=O)N1CCN(C(=O)COc2cccc3c2CCN(Cc2cccc(C)c2)C3=O)CC1 | -0.31 | i
C=CCn1c(SCC(=O)Nc2ccc(C(=O)OC(C)C)cc2)nnc1-c1cccs1 | 0.48 | i
CC(C)[C@H](NC(=O)c1ccccc1)C(=O)OCC(=O)c1ccc(S(=O)(=O)N2CCCCC2)cc1 | 0.22 | i
CC(=O)NCCSCCNC(C)=O | -0.66 | i
COC(=O)c1nnn(CC(=O)Nc2cccc(OC)c2)c1C(=O)OC | -0.43 | i
COc1ccccc1NC(=S)NNC(=O)c1ccc(Cl)cc1Cl | -0.23 | i

An excerpt of these results, as tab-separated lines:
compound	Kir21 inh	KCNQ2 inh
O=C(Nc1ccc(Cl)cc1C(=O)N1CCCC1)c1cccc([N+](=O)[O-])c1	0.59	i
COc1ccc(NC(=O)Cn2nnc(C(=O)NCc3ccccc3)c2N)c(OC)c1	0.2	i
N#Cc1cn(CCOc2ccccc2F)c2ccccc12	-1.2	i
CC(=O)NCCSCCNC(C)=O	-0.66	i

The listing continues:
SMILES | Kir21 inh | KCNQ2 inh
CC1CCc2cc(F)ccc2N1C(=O)c1cc2nc(-c3ccco3)cc(C(F)(F)F)n2n1 (stereo unspecified) | -1.2 | i
c1ccc(CCNc2ncnc3c2nnn3Cc2ccccc2)cc1 | -3.7 | i
c1ccc(C2Nc3ccccc3Oc3ccccc32)cc1 (stereo unspecified) | -1.7 | i
COc1ccc(NC(=O)CN(C)C(=O)/C=C/c2cn(-c3ccccc3)nc2-c2ccc(F)cc2)cc1 | 0.26 | i
CCOc1ccccc1N(CC(=O)N1CCCCCC1)S(C)(=O)=O | -0.71 | i
CCOc1ccc(-c2cccc(NC(=O)c3cccs3)c2)nn1 | 0.12 | i
O=C1NN(c2ccc(F)c(Cl)c2)C(=O)/C1=C\c1cccc(OC(=O)c2cccs2)c1 | -1.7 | i
Cc1nc(CCNC(=O)CC2C(=O)NCCN2Cc2ccccc2)sc1C (stereo unspecified) | -3.5 | i
O=C(O)c1c2c(nc3ccc(S(=O)(=O)N4CCC(C(=O)NC5CCCCCC5)CC4)cc13)CCCC2 | -0.82 | i
O=C(/C=C/c1cccc(F)c1)Nc1cc(S(=O)(=O)N2CCOCC2)ccc1N1CCCC1 | -0.47 | i
COc1ccc(-c2nn(-c3ccccc3)cc2/C=C/C(=O)OCC(=O)Nc2ccccc2C#N)cc1 | 1.1 | i
CN(C)C(=O)c1ccc(OCC(F)(F)F)nc1 | -1.2 | i
COc1cc(=O)n2c(-c3ccccc3)csc2n1 | 0.03 | i
CCCNS(=O)(=O)c1ccc(OCC(=O)N2CCN(c3ccccc3)CC2)cc1 | 0.25 | i
COc1ccc(S(=O)(=O)N(CC(=O)NCc2cccnc2)C2CCCCC2)cc1OC | -0.89 | i
CC(C(=O)NCc1ccc2c(c1)OCO2)N(c1ccccc1)S(C)(=O)=O (stereo unspecified) | 0.31 | i
O=C(CCc1nnc(-c2ccc(-c3ccccc3)cc2)o1)NCCc1ccccn1 | 1.9 | i
O=c1ccn(CCCBr)c(=O)[nH]1 | -1.3 | i
CCn1c(CC(C)C)n[nH]c1=S | -0.62 | i
N#Cc1ccc(Cn2ccnc2C(=O)Nc2ccccc2)cc1 | -0.39 | i
NC(=O)c1cnn2c1NC(c1ccc(F)cc1)CC2C(F)(F)F (stereo unspecified) | 0.5 | i
CCC(C)Nc1nc(-c2ccccn2)nc2ccccc12 (stereo unspecified) | 0.84 | i
CC1CC(C)CN(CCCNC(=O)CCNC(=O)Cn2cnc3ccccc3c2=O)C1 (stereo unspecified) | 0.41 | i
Oc1ccc(-c2nccc(-c3ccc(Cl)cc3Cl)n2)cc1 | 0 | i
CCCCn1c(SCC(=O)Nc2nnc(C(C)C)s2)nc2c1c(=O)n(C)c(=O)n2C | 0.18 | i
C=C(C)c1cccc(C(C)(C)NC(=O)N2CC(C)OC(C)C2)c1 (stereo unspecified) | -1.2 | i

Screens as filed in PubChem BioAssay.
